Assay outcomes: PubChem BioAssay, several laboratories
NTR1 agonist: agonists of NTR1, primary screen, imaging, U2OS cells, beta-arrestin-GFP, high content (AID 493036) | 330,000 compounds, 0.17% hits | P30989 | activation, % at 20 µM | NTR1-U2OS beta-arrestin-GFP spot imaging, agonist mode;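 active means activation at or above 40% of the spot to cytoplasm intensity ratio, with at least 20 cells analyzed; inconclusive means wells under 20 cells, flagged as cytotoxic or low count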;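 further: 0% = DMSO without peptide and 100% = 100 nM NTR1 peptide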
Target sequence (P30989 whole entry, looked up): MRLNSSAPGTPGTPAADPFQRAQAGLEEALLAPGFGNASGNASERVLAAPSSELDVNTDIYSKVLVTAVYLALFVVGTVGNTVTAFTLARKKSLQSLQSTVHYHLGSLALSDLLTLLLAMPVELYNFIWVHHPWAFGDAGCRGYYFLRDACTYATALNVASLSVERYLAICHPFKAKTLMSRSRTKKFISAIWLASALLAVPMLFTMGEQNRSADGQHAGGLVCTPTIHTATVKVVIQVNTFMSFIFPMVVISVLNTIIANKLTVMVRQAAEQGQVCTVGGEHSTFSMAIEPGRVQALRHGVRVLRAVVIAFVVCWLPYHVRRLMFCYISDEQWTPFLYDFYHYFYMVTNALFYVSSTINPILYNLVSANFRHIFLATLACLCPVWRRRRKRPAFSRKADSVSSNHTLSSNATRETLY
GPR35 antagonists: inhibition of zaprinast-stimulated GPR35 beta-arrestin translocation – imaging, U2OS, beta-arrestin-GFP, zaprinast agonist, primary screen (AID 2058) | U2OS GPR35 beta-arrestin-GFP translocation imaging, zaprinast antagonism; higher % means a stronger effect | 290,000 compounds, 0.052% hits | inhibition, % at 10 µM; hits with a dose series show IC50 in µM;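 active means inhibition of at least 50% with at least 30 cells and total cytoplasm GFP at most 10,000,000; inconclusive means under 30 cells or total GFP of 10,000,000 plus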
Siah-1 displacement: Siah-1 peptide-binding antagonists, primary screen, biochemical, fluorescence polarization, rhodamine-plectin, uHTS (AID 1817); Siah-1 / rhodamine-plectin peptide fluorescence polarization; higher % means a stronger effect; displacement, % at 20 µM, or IC50 in µM where a hit was titrated; 290,000 compounds, 0.02% hits;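 active means displacement of at least 50% at 20 µM, with a fluorescence ratio check between 0.3 and a set limit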;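 further: plate controls were Siah plus tracer with DMSO for no effect and tracer alone without Siah for full effect; strong numbers were not always called active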
PhoP inhibition: inhibitors of PhoP regulon expression, primary screen, Salmonella Typhimurium, GFP reporter (AID 1863); one-dose inhibition, % at 50 µM; IC50 in µM for titrated hits; S. Typhimurium PhoP-regulated promoter GFP reporter, 4 h; higher % means a stronger effect; 300,000 compounds, 0.16% hits;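 active means inhibition over 29.93%, a cutoff 3 SD above the screen mean, later confirmed by dose response; inconclusive means inhibition over 29.93% but no dose response follow-up; inactive means inhibition at most 29.93% or unconfirmed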;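 further: 0% = low Mg2+ inducing control and 100% = high Mg2+ repressing control; strong numbers were not always called active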
LYP phosphatase: PTPN22 lymphoid phosphatase activity blockers – biochemical, fluorescence intensity, uHTS (AID 1779). recombinant LYP phosphatase, fluorescence intensity; higher % means a stronger effect. one-dose inhibition, % at 11.5 µM; IC50 in µM for titrated hits. 290,000 compounds, 0.054% hits; in the data active means inhibition above about 50%;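 further: plate controls were vehicle with enzyme for no effect and no enzyme for full effect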
Myeloid diff MLP: promotes myeloid progenitor differentiation. 360,000 compounds, 1% hits. calls only at 10 µM. ER-HoxA9 myeloid progenitors, lysozyme-GFP differentiation, flow cytometry;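 active means normalized GFP-positive differentiation at or above the plate's own cutoff, the solvent-only control mean plus 3 SD; inconclusive means no clear call, values can overlap the other calls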;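 further: cells exposed to compound for four days before flow analysis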
MgcRacGAP inhibition: MgcRacGAP GTPase-activating activity inhibitors, confirmation, biochemical, ADP Hunter fluorescence; MgcRacGAP-stimulated Rac1 GTP hydrolysis, ADP Hunter fluorescence; higher % means a stronger effect; GST-tagged Rac1 F28L mutant substrate; one-dose inhibition, % at 30 µM; IC50 in µM for titrated hits; 340,000 compounds, 0.6% hits;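 active means first-screen hits whose inhibition reached a set limit at any dose in the follow-up dose series; inconclusive means inhibition above the set first-screen limit but never retested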;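 further: fluorescence reports GDP produced by GAP-driven GTP hydrolysis; strong numbers were not always called active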
HIV fusion peptide: inhibitors of HIV fusion peptide binding, primary screen, biochemical, uHTS, fluorescence dequenching (AID 1986); cell-free peptide binding, fluorescence dequenching, 30 min; higher % means a stronger effect; one-dose inhibition, % at 20 µM; IC50 in µM for titrated hits; 290,000 compounds, 0.3% hits; in the data active means inhibition mostly above about 52%, no sharp cut-off; inactive means mostly below about 76%; further: some results filed as inactive read as strong as hits
GPR55 antagonists: inhibition of LPI-stimulated GPR55 beta-arrestin translocation – imaging, U2OS, beta-arrestin-GFP, LPI agonist, primary screen (AID 2013); U2OS GPR55 beta-arrestin-GFP translocation imaging, LPI antagonism; higher % means a stronger effect; one-dose inhibition, % at 10 µM; IC50 in µM for titrated hits; 290,000 compounds, 0.13% hits;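 active means spots per cell inhibited over 60%, with over 100 cells counted and total cytoplasm intensity under 500,000; inconclusive means wells with under 100 cells, flagged as likely toxic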;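 further: U2OS cells stably carrying GPR55 and arrestin-GFP stimulated by 5 µM LPI near EC80; imaged beta-arrestin-GFP aggregate spots per cell after agonist stimulation; plate controls were LPI-stimulated DMSO wells for no effect and DMSO wells without LPI for full effect; some results filed as inactive read as strong as hits; confirmed hits need IC50 under 10 µM and bright autofluorescent wells are also inconclusive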
NTR1 agonist cell count 20 µM: recorded beside NTR1 agonist, whose call it bears; cell count; measured here: cell count, cytotoxicity flag
Myeloid diff MLP GFP+ MAC1+ %: further read-out of Myeloid diff MLP, marked with its call; GFP+ MAC1+ double positive, %; measured here: differentiation confirmed by MAC1 staining
Active calls of the source: *; i = inactive; ? = inconclusive; / = no result given.

SMILES | NTR1 agonist | NTR1 agonist cell count 20 µM | GPR35 antagonists | Siah-1 displacement | PhoP inhibition | LYP phosphatase | Myeloid diff MLP | Myeloid diff MLP GFP+ MAC1+ % | MgcRacGAP inhibition | HIV fusion peptide | GPR55 antagonists
CCC(Sc1nc2ccccc2[nH]1)C(=O)Nc1cc(C)on1 (centres undefined) | 0.9 | 26 | 5% | -3% | -6% | -4% | i | 0.7 | 12% | -4.1% | 9%
Cn1c(=O)n(CCC(=O)O)c2ccccc21 | 4.9 | 65 | 10% | -4% | -4% | 0% | i | 0.5 | 6% | 0.6% | -7%
C=C(C)/C=N/NC(=S)Nc1ccc(S(=O)(=O)N2CCOCC2)cc1 | 1.2 | 53 | -4% | -1% | -11% | -8% | i | 0.2 | 3% | -3.5% | 5%
N#CCc1ccc(NC(=O)Nc2cccc(Cl)c2)cc1 | 4.8 | 36 | 0% | -1% | -1% | 6% | i | 0.6 | 10% | 1.6% | 28%
O=c1[nH]c2ccc(NC(=S)Nc3ccc(F)cc3)cc2[nH]1 | 1.1 | 39 | -6% | -4% | -7% | 2% | i | 0.7 | 21% | -0.9% | 1%
COc1ccccc1C(=O)OCC(=O)Nc1ccc(Cl)cn1 | 0.5 | 40 | -4% | 12% | -3% | -4% | i | 0.2 | 1% | -0.8% | 12%
COc1ccc(-c2cc(C(F)(F)F)nc(SCC(=O)N3CCOCC3)n2)cc1OC | -1.5 | 36 | 12% | -7% | -2% | -6% | i | 0.8 | 6% | -1.5% | 6%
CCN(CC)S(=O)(=O)c1cccc(-c2nnc(SCc3ncc(-c4ccccc4)o3)n2C)c1 | 1.5 | 68 | 17% | 3% | 2% | 5% | i | 0.2 | 7% | -1.6% | 18%
CCOC(=O)c1c(NC(=O)CN(CC)CC)sc2c1CCC2 | 5.8 | 58 | -16% | 4% | 5% | -5% | i | 8.4 | 1% | -1.2% | 30%
CCS(=O)(=O)c1cc([N+](=O)[O-])c(Sc2ccccc2NC(C)=O)s1 | 1.4 | 59 | 8% | -4% | -3% | 3% | i | 0.0 | 7% | 0.7% | 2%
O=C(NCCCn1ccnc1)c1ccc(N2CCCCC2)c([N+](=O)[O-])c1 | 0.6 | 70 | 10% | -7% | 4% | 5% | i | 0.1 | 9% | -0.4% | -15%
COc1ccccc1CNC(=O)COc1cccnc1[N+](=O)[O-] | 1.3 | 49 | -2% | 6% | -1% | -5% | i | 1.1 | 6% | 3.8% | -5%
COc1ccc(NC(=O)CN2CCN(CC(=O)Nc3ccccc3OC)CC2)c(OC)c1 | 1.2 | 91 | 6% | 10% | / | -11% | i | 0.2 | 6% | -0.5% | 0%
COc1ccc(OCc2nnnn2-c2ccccc2)cc1 | -0.5 | 81 | -4% | 1% | 8% | -9% | i | 5.1 | 10% | 2.7% | 22%
COc1ccc(C2CC(c3ccccc3)=NN2C(=O)COC(=O)c2cc(S(=O)(=O)N3CCOCC3)ccc2Cl)cc1 (centres undefined) | -1.6 | 70 | 3% | 0% | -8% | 2% | i | 0.9 | 8% | -2.9% | -1%
CC(=O)c1ccc(NC(=O)c2ccc(NC(=O)c3ccco3)cc2)cc1 | -0.5 | 59 | -1% | 8% | 3% | -9% | i | 2.3 | 8% | 44% | 5%
CC(=O)Nc1sc(NC(=O)c2ccc(Cl)cc2)nc1-c1cccs1 | -1.3 | 87 | 25% | -1% | 3% | -5% | i | 0.6 | -4% | 0.2% | 11%
Cc1cccnc1NC(=O)c1c(O)c2cccc3c2n(c1=O)CCC3 | -1.6 | 36 | 17% | 0% | -5% | 2% | i | 0.5 | 10% | 3.4% | -11%
O=C(Nc1cccc(Cl)c1)Nc1ccc(Cl)cn1 | 0.2 | 59 | 13% | 0% | 2% | 6% | i | 0.9 | 0% | 2.2% | 7%
CSc1ccc(CN2C(=O)NC3(CCCCCC3)C2=O)cc1 | 4.5 | 42 | 19% | 13% | 2% | -7% | i | 0.5 | 1% | 2.2% | 6%
Cc1ccc(Cc2nc(-c3cccc(C)c3)no2)cc1 | 5.7 | 53 | 5% | 8% | 2% | -6% | i | 1.1 | 3% | -1.8% | -14%
CCOC(=O)c1csc(NC(=O)CSc2nnnn2-c2cccc(OC)c2)n1 | -0.1 | 67 | -6% | 6% | -6% | -1% | i | 1.2 | 7% | -0.3% | -6%
O=C1c2ccccc2N2C(=O)c3ccccc3C2N1Cc1ccco1 (centres undefined) | 0.1 | 82 | 15% | -1% | -4% | -1% | i | 0.2 | 7% | 6.9% | 6%
COc1cc(CC(=O)N(c2ccccc2)c2nc(C)cs2)cc(OC)c1OC | -0.6 | 45 | 7% | 9% | 3% | -3% | i | 0.7 | 4% | 3.5% | 9%
CC(=O)Nc1ccc(NC(=O)CSc2nc(N)c(NC(=O)c3ccccc3F)c(=O)[nH]2)cc1 | -0.2 | 71 | -4% | 28% | -2% | -8% | i | 1.6 | 8% | 0.8% | 4%
O=C(c1ccc(CS(=O)Cc2ccccc2Cl)o1)N1CCN(c2cccc(Cl)c2)CC1 (centres undefined) | 7.6 | 60 | 9% | -5% | 4% | -14% | i | 0.9 | 6% | -1.7% | -8%
COc1ccc(C(=O)NC2CCN(CC(=O)Nc3cccc(OC)c3)CC2)cc1 | -0.6 | 64 | -6% | 9% | -1% | -10% | i | 0.5 | 2% | 2.2% | 9%
CC(C)C[C@H](NC(=O)c1nc[nH]c1C(=O)N1CCN(c2ccccc2)CC1)C(=O)OCc1ccccc1 | 37 | 96 | -13% | 0% | -6% | 1% | i | 2.4 | 7% | -0.6% | 4%
CC1=CC(C)(C)N2C(=O)C3(C(C#N)=C(N)OC4=C3C(=O)CC(C)(C)C4)c3cc(C)cc1c32 (centres undefined) | 14 | 66 | 22% | 4% | 6% | 5% | i | 1.8 | 5% | 0.0% | 4%
Cc1nc(C)c(-c2ccc(SCC(=O)Nc3ccc(C)c(Cl)c3)nn2)s1 | 1.3 | 71 | -7% | 0% | 3% | -8% | i | 0.5 | 11% | 1.4% | 8%
COc1cc(/C=N/Nc2ccccn2)ccc1OCC(C)C | 6.1 | 66 | -18% | 2% | -5% | 9% | i | 0.2 | 2% | 0.0% | 1%
CC1CCN(C(=O)c2ccc3c(=O)n4c(nc3c2)CCCCC4)CC1 | 1.0 | 56 | -6% | -4% | 3% | -5% | ? | / | -20% | -0.3% | -10%
CCC1CC(CSc2ncn[nH]2)OC1=O (centres undefined) | -4.0 | 72 | 5% | -1% | 7% | -5% | i | 0.9 | 5% | 4.2% | -4%
COC(=O)[C@]1(CC(C)C)N[C@H](c2ccc(-c3ccc4c(c3)OCO4)cc2)[C@@H]2C(=O)N(C)C(=O)[C@@H]21 | 0.0 | 98 | / | / | -5% | / | i | 1.8 | 0% | / | /
Cc1n(CC(O)COC2CCCCC2)c2ccccc2[n+]1C (centres undefined) | 0.9 | 30 | -8% | 14% | -9% | -7% | i | 0.9 | 11% | 2.3% | 7%
O=C(C1CCCO1)N1CCC(O)(c2ccccc2)CC1 (centres undefined) | 3.0 | 50 | 4% | -8% | -3% | -10% | i | 1.1 | 7% | 0.5% | -1%
CC(C)(C)c1cc(NS(=O)(=O)c2ccc3c(c2)OCCO3)on1 | 6.4 | 81 | 11% | -3% | -5% | -2% | i | 0.6 | -3% | 2.8% | -6%
COc1ccc(CCNS(=O)(=O)c2ccc(Br)s2)cc1 | / | / | 15% | 8% | -4% | -9% | i | 0.3 | 10% | 2.5% | 2%
Cc1[nH]c2ccccc2c1C(=O)C(=O)N(C)C1CCCCC1 | 0.8 | 44 | -9% | 5% | -3% | 4% | i | 1.8 | 5% | 2.0% | 10%
CCc1sc(-c2ccccc2)nc1C(=O)OC | -0.9 | 67 | 6% | 4% | -3% | -3% | i | 1.1 | 7% | 2.3% | 2%

Single records, as listed above. Values in the order: NTR1 agonist, NTR1 agonist cell count 20 µM, GPR35 antagonists, Siah-1 displacement, PhoP inhibition, LYP phosphatase, Myeloid diff MLP, Myeloid diff MLP GFP+ MAC1+ %, MgcRacGAP inhibition, HIV fusion peptide, GPR55 antagonists
`COc1ccc(CCNS(=O)(=O)c2ccc(Br)s2)cc1` reads /, /, 15%, 8%, -4%, -9%, i, 0.3, 10%, 2.5%, 2%
`CC(C)(C)c1cc(NS(=O)(=O)c2ccc3c(c2)OCCO3)on1` reads 6.4, 81, 11%, -3%, -5%, -2%, i, 0.6, -3%, 2.8%, -6%
`O=C1c2ccccc2N2C(=O)c3ccccc3C2N1Cc1ccco1` (centres undefined) reads 0.1, 82, 15%, -1%, -4%, -1%, i, 0.2, 7%, 6.9%, 6%
`COc1ccccc1C(=O)OCC(=O)Nc1ccc(Cl)cn1` reads 0.5, 40, -4%, 12%, -3%, -4%, i, 0.2, 1%, -0.8%, 12%

Following part.
SMILES | NTR1 agonist | NTR1 agonist cell count 20 µM | GPR35 antagonists | Siah-1 displacement | PhoP inhibition | LYP phosphatase | Myeloid diff MLP | Myeloid diff MLP GFP+ MAC1+ % | MgcRacGAP inhibition | HIV fusion peptide | GPR55 antagonists
Cc1ccc(NC(=O)Cn2nnc(-c3ccccc3-n3cnnn3)n2)c(C)c1 | -0.7 | 39 | -5% | 8% | 2% | -8% | i | 0.5 | 11% | 1.2% | -10%
COc1ccc(NS(=O)(=O)c2cccc(C(=O)NCC(c3ccco3)N(C)C)c2)cc1 (centres undefined) | 0.8 | 43 | / | / | -4% | / | i | 1.6 | 0% | / | /
CC(C)CCn1c(=O)c2c(nc3n2CCCN3Cc2ccccc2)n(C)c1=O | 2.1 | 90 | 0% | 1% | 1% | -3% | i | 0.5 | 12% | -0.7% | 7%
O=C1CC(NS(=O)(=O)c2cccs2)CN1c1ccccc1 (centres undefined) | 1.1 | 69 | / | / | -17% | / | i | 0.8 | 1% | / | /
CCC(=O)c1cc2c(C)cc(=O)oc2c(C)c1OC(=O)C(C)C | 9.8 | 72 | -7% | -9% | 8% | -4% | i | 0.3 | 3% | 0.2% | 1%

Not a hit list. Share with any hit: about 2.4%.
